# ALOX12 inhib: blocks human 12-lipoxygenase activity; purified 12-hLO, xylenol orange hydroperoxide absorbance; actives 0.12% (n = 150,000); Potency, µM (doses to about 57.1 µM), for inactives: at the highest dose activity change, negative = inhibition, usual class: inhibitors; AID 1452; P18054; further: nearly all actives have a fitted effect of over 55% in size; many of its hits are not listed in these tables
#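 Purified human 12hLO (150 nM final) was preincubated with compounds for 15 min at room temperature in 25 mM Hepes pH 7.0, 0.01% Triton X-100, then reacted with 40 uM arachidonic acid for 30 min. Hydroperoxide was detected with ferrous iron/xylenol orange.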
# ALOX15B inhib: inhibitors of human 15-lipoxygenase 2 (ALOX15B) | purified 15hLO-2, xylenol orange hydroperoxide absorbance | Potency, µM (titrated, usually from 57.1 µM), for inactives: top-dose activity change, negative = inhibition, hits mostly inhibitors | actives 0.56% (n = 110,000) | AID 881; further: nearly all actives have a fitted effect of over 60% in size; many of its hits are not listed in these tables
#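 Read-out: hydroperoxide product oxidises ferrous iron, measured as xylenol orange complex via the 573-to-405 nm absorbance ratio after 30 min. Reaction: 50 nM enzyme, 15 min compound preincubation, 45 uM arachidonic acid, 90 min RT, Hepes pH 7.5 with Triton X-100.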
# Active calls of the source: *. The call rests on the fitted dose curve; in most records, active means well fitted curve in the direction sought with a large enough effect; inconclusive means small, poorly fitted or top-dose-only effect, or another doubt; inactive means no such curve, though single readings can be large; an effect the other way counts as inactive or inconclusive. On the % scale 0 is the no-effect control and ±100 the full control effect; potency means the concentration at half of the fitted maximal effect.
SMILES,ALOX12 inhib,ALOX15B inhib
CC(=O)C1=C(O)C2C3c4c[nH]c5cccc(c45)CC3C(C)(C)N2C1=O (stereo not given),-11%,18%

# Screening results: PubChem BioAssay, National Center for Advancing Translational Sciences (NCATS)

# A portion of the library, so the mix of outcomes need not match the whole.
